Bioassay records from PubChem.
Nrf2 inh: Nrf2 qHTS screen for inhibitors. A549 ARE-Fluc reporter, luciferase luminescence, 18-24 h. Potency, µM (doses to about 46 µM), for inactives: top-dose activity change, negative = inhibition, usual class: inhibitors. 2.1% of 360,000 active; note: potency is the fitted concentration of half-maximal effect; % is set by controls: 0 for no effect and ±100 for the full control effect; nearly all actives have a fitted effect of over 60% in size
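Reporter: ARE-Fluc in A549. Exposure: 18-24 h, 37 °C, 5% CO2, 5% FBS OPTI-MEM. Readouts: fluorescent cytotoxicity (CellTiter-Fluor), then luminescent Nrf2 signal after BugLite.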
HepG2 tox: qHTS for Inhibitors of TGF-b: Cytotox Counterscreen | HepG2 CAGA-GFP viability, ATP luminescence, 18 h | Potency, µM (series often up to 46.1 µM), for the others: at the highest dose activity change, negative = cytotoxicity, usual class: cytotoxic | 0.76% of 410,000 active; note: potency is the fitted concentration of half-maximal effect; some results filed as inactive show a strong effect at the top dose
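HepG2 CAGA-GFP cells (1000/well, DMEM with 1% FBS) received compound, then TGF-beta at 500 pg/mL final, and were incubated 18 hours at 37 degrees C. Viability was read by CellTiter-Glo luminescence. Media-only wells were set as complete cell-killing and DMSO as no toxicity.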
MCF10A rereplic: A quantitative high throughput screen for small molecules that induce DNA re-replication in MCF 10a normal breast cells. 2.9% of 350,000 active. MCF 10A DNA re-replication, Hoechst nuclear intensity, 48 h. Potency, µM (top dose mostly 46.1 µM), inactives show at the top dose activity, positive = re-replication, usual class: activators; note: potency is the fitted concentration of half-maximal effect; % of control where 0% means no effect; nearly all actives have a fitted effect of over 50% in size
A549 tox: Nrf2 qHTS screen for inhibitors: counterscreen for cytotoxicity. A549 ARE-Fluc cells, CellTiter-Fluor viability, 18-24 h. Potency, µM (titrated, usually from 46 µM), for the others: top-dose activity change, negative = cytotoxicity, usual class: inhibitors. 0.16% of 390,000 active. AID 504648, 2011; note: potency is the fitted concentration of half-maximal effect; % is set by controls: 0 for no effect and ±100 for the full control effect
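A549 ARE_Fluc cells in 5% FBS OPTI-MEM were exposed to compounds in concentration-response for 18-24 h at 37 deg C. Viability was read by CellTiter-Fluor fluorescence (Ex 405/Em 525) after 30 min, before the luciferase read.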
TGFb inhibitor: qHTS for Inhibitors of TGF-b; HepG2 CAGA-GFP TGF-b/SMAD3 reporter, GFP fluorescence, 18 h; TGF-beta stimulated, 500 pg/mL final; Potency, µM (series often up to 46.1 µM), for inactives: at the top dose activity, negative = inhibition, most hits filed as inhibitors; 1.2% of 410,000 active; AID 588855, 2011; note: potency is the fitted concentration of half-maximal effect; % is set by controls: 0 for no effect and ±100 for the full control effect; nearly all actives have a fitted effect of over 65% in size
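Per well, imaged GFP fluorescence of HEPG2 CAGA-GFP cells gives the signal; cells get compound, then TGF-beta (500 pg/mL final), 18 h at 37 degrees C; %Activity versus -TGF-beta and +DMSO controls.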
ATXN2 expr inh: Primary qHTS for Inhibitors of ATXN expression | HEK-293 ATXN2-luciferase reporter, luminescence, 24 h | AID 1745845, 2022 | Potency, µM (highest dose often 57 µM), for the others: top-dose activity change, negative = inhibition, most hits filed as inhibitors | 0.72% of 360,000 active; note: potency is the fitted concentration of half-maximal effect; % is set by controls: 0 for no effect and ±100 for the full control effect; nearly all actives have a fitted effect of over 55% in size
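qHTS (up to 57 uM final) was run with 24 h compound exposure of reporter cells at 37 °C. Each well was multiplexed: SteadyGlo luminescence measured ATXN2-luciferase expression after a fluorogenic Gly-Phe-AFC viability readout (25 uM final).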
S2 tox: Viability Counterscreen for Primary qHTS for Inhibitors of ATXN expression; S2 cells (HEK-293 line with an ATXN2-luciferase reporter) viability, CellTiter-Fluor protease fluorescence, 24 h; Potency, µM (doses to about 56.7 µM), usual class: cytotoxic; 0.49% of 400,000 active; AID 651635, 2014; note: potency is the fitted concentration of half-maximal effect; nearly all actives have a fitted effect of over 40% in size
IL1B secr inh: qHTS for Inhibitors of Inflammasome Signaling: IL-1-beta AlphaLISA Primary Screen | THP-1 LPS/ATP IL-1B secretion, AlphaLISA, 16 h; stronger effect = lower value | activity change, % at 57.5 µM | 4.7% of 360,000 active | AID 743279, 2014; in the data active = activity change below about -50%; inconclusive = mostly about -30% to -49%; note: % is set by controls: 0 for no effect and ±100 for the full control effect
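Secreted IL-1B measured by AlphaLISA bead assay after 16 h compound exposure of THP-1 cells; compounds (final up to 57.5 uM) added 1 h before LPS (250 ng/mL) and ATP (1.25 mM) stimulation; lower signal means less secretion.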
Nrf2 ARE act: qHTS of Nrf2 Activators | AREc32 ARE-luciferase reporter (MCF7-derived line), luminescence, 24 h | Potency, µM (top dose mostly 46.1 µM), without a hit: top-dose activation, actives largely listed as activators | 0.31% of 410,000 active | AID 624171, 2012; note: potency is the fitted concentration of half-maximal effect; % of control where 0% means no effect; nearly all actives have a fitted effect of over 65% in size
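Nrf2 activation is followed as ARE-luciferase induction in the AREc32 line after one day of compound treatment; luminescence is read with Steady-Glo.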
* marks the source's active call; other numbers are inactive results; [ ] = remark or other dose. Unless noted, calls come from the whole dose curve; as a rule, active = well fitted curve in the direction sought with a large enough effect; inconclusive = small, poorly fitted or top-dose-only effect, or another doubt; inactive = no such curve, though single readings can be large; an effect the other way counts as inactive or inconclusive.

O=c1ccn(CCc2c[nH]c3ccccc23)c2c1CCCC2 was read as Nrf2 inh inconclusive, HepG2 tox -1%, MCF10A rereplic 1%, A549 tox 1%, TGFb inhibitor 0%, ATXN2 expr inh -19%, S2 tox inactive, IL1B secr inh -58* and Nrf2 ARE act -0.3%.
Screening Cc1sc2nc(CN(C(=O)NCc3ccccc3)C3CCCC3)[nH]c(=O)c2c1C returned Nrf2 inh -22%, HepG2 tox 0%, MCF10A rereplic 5%, A549 tox -9%, TGFb inhibitor -12%, ATXN2 expr inh 10%, S2 tox inactive, IL1B secr inh inconclusive and Nrf2 ARE act -0.6%.
For Nc1nonc1-n1nnc(C(=O)N/N=C/c2ccncc2)c1CSc1ccccc1 the results were Nrf2 inh -6%, HepG2 tox -18%, MCF10A rereplic 5%, A549 tox 0%, TGFb inhibitor -1%, ATXN2 expr inh -21%, S2 tox inactive, IL1B secr inh 17 and Nrf2 ARE act -0.5%.
Cc1ccc(-c2cc(-c3ccccc3)c(C#N)c(SCC(O)CS(=O)(=O)Cc3ccccc3)n2)cc1 (stereo not given) was read as Nrf2 inh -11%, HepG2 tox -55%, A549 tox -3%, TGFb inhibitor -28%, ATXN2 expr inh 4%, S2 tox inactive and Nrf2 ARE act 0.4%.
For Cc1ccc(S(=O)(=O)CCC(=O)Nc2nnc(CC(C)C)s2)cc1 the results were Nrf2 inh 10%, HepG2 tox -3%, MCF10A rereplic inconclusive, A549 tox 4%, TGFb inhibitor inconclusive, ATXN2 expr inh 9%, S2 tox inactive, IL1B secr inh -3 and Nrf2 ARE act inconclusive.
Screening Cc1sc(NC(=O)CSc2nnnn2C(C)C)c(C#N)c1C returned Nrf2 inh -9%, HepG2 tox -8%, MCF10A rereplic -4%, A549 tox 4%, TGFb inhibitor -13%, ATXN2 expr inh 1%, S2 tox inactive, IL1B secr inh -4 and Nrf2 ARE act 2.3%.
Cc1ccc(NC(=O)C2(C)CCN2C(=O)Cc2cc(F)ccc2F)cc1 (stereo not given) was read as HepG2 tox -1%, TGFb inhibitor 15%, ATXN2 expr inh 0%, S2 tox inactive, IL1B secr inh -6 and Nrf2 ARE act -1.0%.
For O=C(Nc1ccccc1C(F)(F)F)C1CCN(S(=O)(=O)Cc2ccccc2)CC1 the results were Nrf2 inh -21%, HepG2 tox -4%, A549 tox 13%, TGFb inhibitor -1%, ATXN2 expr inh 5%, S2 tox inactive and Nrf2 ARE act 0.4%.
CC(C)c1ccc(NC2CCCN(C(=O)c3ccccc3-c3ncc[nH]3)C2)cc1 (stereo not given) was read as Nrf2 inh inconclusive, HepG2 tox -13%, MCF10A rereplic inconclusive, A549 tox -21%, TGFb inhibitor -27%, ATXN2 expr inh -12%, S2 tox inactive, IL1B secr inh 9 and Nrf2 ARE act 0.2%.
For CCCNC(=O)C1CC(c2ccccc2C(F)(F)F)=NO1 (stereo not given) the results were Nrf2 inh 16%, HepG2 tox 4%, MCF10A rereplic 12%, A549 tox -6%, TGFb inhibitor 16%, ATXN2 expr inh 0%, S2 tox inactive, IL1B secr inh 20 and Nrf2 ARE act 0.0%.
COc1ccc(CCC(=O)NCCS(=O)(=O)N2CCN(c3ccccc3OC)CC2)cc1 was read as Nrf2 inh inconclusive, HepG2 tox 2%, MCF10A rereplic 5%, A549 tox -8%, TGFb inhibitor inconclusive, ATXN2 expr inh -20%, S2 tox inactive, IL1B secr inh 20 and Nrf2 ARE act -0.6%.
Screening COc1cc(-c2n[nH]c(=S)n2C(C)c2ccccc2)cc(OC)c1OC (stereo not given) returned Nrf2 inh 5%, HepG2 tox -18%, MCF10A rereplic inconclusive, A549 tox 0%, TGFb inhibitor 0%, ATXN2 expr inh 30%, S2 tox inconclusive, IL1B secr inh 21 and Nrf2 ARE act -0.8%.
COc1cc(S(=O)(=O)N(Cc2ccco2)C2CCCC2)ccc1-n1cnnn1 was read as Nrf2 inh -24%, HepG2 tox -3%, MCF10A rereplic 10%, A549 tox inconclusive, TGFb inhibitor 11%, ATXN2 expr inh -12%, S2 tox inactive, IL1B secr inh 11 and Nrf2 ARE act 4.2%.
COc1ccc(S(=O)(=O)N2CCOC2CNC(=O)C(=O)NCc2ccc3c(c2)OCO3)cc1 (stereo not given) was read as Nrf2 inh -1%, HepG2 tox -19%, MCF10A rereplic 7%, A549 tox -1%, TGFb inhibitor -7%, ATXN2 expr inh -3%, S2 tox inactive, IL1B secr inh -3 and Nrf2 ARE act 0.7%.
For CCN1CCc2nc3sc(C(=O)c4ccccc4)c(N)c3cc2C1 the results were Nrf2 inh inconclusive, HepG2 tox -16%, A549 tox -20%, TGFb inhibitor 80%[activator], ATXN2 expr inh 5%, S2 tox inconclusive and Nrf2 ARE act 8.6%.
For NC(=O)CC[C@H](NC(=O)c1ccc(F)cc1)C(=O)OCC(=O)Nc1ccc(N2CCOCC2)cc1 the results were Nrf2 inh 13%, HepG2 tox -8%, MCF10A rereplic -1%, A549 tox -2%, TGFb inhibitor 3%, ATXN2 expr inh 2%, S2 tox inactive, IL1B secr inh 0 and Nrf2 ARE act 4.4%.
Cc1c(-c2ccc(Cl)cc2)c(=O)oc2c(CN3CCCC3)c(O)ccc12 was read as HepG2 tox -23%, A549 tox 27%, TGFb inhibitor -24%, ATXN2 expr inh 2% and Nrf2 ARE act 4.9%.
`Cc1ccc(S(=O)(=O)N2CCC(C(=O)OCCOc3cccc(C)c3)CC2)cc1` gave Nrf2 inh 6%, HepG2 tox 0%, MCF10A rereplic -7%, A549 tox -2%, TGFb inhibitor 13%, ATXN2 expr inh -23%, S2 tox inconclusive, IL1B secr inh 30 and Nrf2 ARE act -0.2%.
For Cc1c(CNC2CCCC(C)C2C)c(C(=O)O)c(C)n1Cc1ccccc1 (stereo not given) the results were Nrf2 inh -3%, HepG2 tox -13%, MCF10A rereplic 5%, A549 tox -1%, TGFb inhibitor -8%, ATXN2 expr inh -8%, S2 tox inactive, IL1B secr inh 17 and Nrf2 ARE act -0.3%.
CCNC(=O)c1c(NC(=O)c2nc(S(=O)(=O)CC)ncc2Cl)sc2c1CCCC2 was read as Nrf2 inh 21µM*, HepG2 tox 4µM*, A549 tox 21µM*, TGFb inhibitor 1.4µM* and Nrf2 ARE act 13%.

Entries from the list above that contain a cyano group (2):
Cc1ccc(-c2cc(-c3ccccc3)c(C#N)c(SCC(O)CS(=O)(=O)Cc3ccccc3)n2)cc1 (stereo not given) was read as Nrf2 inh -11%, HepG2 tox -55%, A549 tox -3%, TGFb inhibitor -28%, ATXN2 expr inh 4%, S2 tox inactive and Nrf2 ARE act 0.4%.
Screening Cc1sc(NC(=O)CSc2nnnn2C(C)C)c(C#N)c1C returned Nrf2 inh -9%, HepG2 tox -8%, MCF10A rereplic -4%, A549 tox 4%, TGFb inhibitor -13%, ATXN2 expr inh 1%, S2 tox inactive, IL1B secr inh -4 and Nrf2 ARE act 2.3%.

(next part)
Screening CN1CCN(CC(=O)N/N=C/c2ccc(F)c(F)c2)CC1 returned Nrf2 inh 6%, HepG2 tox -2%, MCF10A rereplic 1%, A549 tox 8%, TGFb inhibitor 6%, ATXN2 expr inh 6%, S2 tox inactive, IL1B secr inh 6 and Nrf2 ARE act -0.6%.
For CCOc1cc(/C=N/Nc2ccccc2Cl)ccc1OCC(=O)O the results were Nrf2 inh 5%, HepG2 tox 1%, MCF10A rereplic -3%, A549 tox 9%, TGFb inhibitor 14%, ATXN2 expr inh 11%, S2 tox inactive, IL1B secr inh 9 and Nrf2 ARE act 2.9%.
C=CCN1C(=O)c2ccc(C(=O)OCC(=O)Nc3ccccc3OC)cc2C1=O was read as Nrf2 inh 2%, HepG2 tox 9%, MCF10A rereplic -3%, A549 tox -3%, TGFb inhibitor 11%, ATXN2 expr inh 1%, S2 tox inactive, IL1B secr inh -9 and Nrf2 ARE act -0.4%.
CCOC(=O)CSc1nc2sc3c(c2c(=O)[nH]1)CC(C)(CC)OC3 (stereo not given) was read as Nrf2 inh 2%, HepG2 tox -17%, MCF10A rereplic -1%, A549 tox -10%, TGFb inhibitor -14%, ATXN2 expr inh -4%, S2 tox inactive, IL1B secr inh 9 and Nrf2 ARE act -0.5%.
For COc1ncccc1-c1nnn(-c2ccccc2)n1 the results were Nrf2 inh inconclusive, HepG2 tox -29%, MCF10A rereplic -3%, A549 tox 1%, TGFb inhibitor 15%, ATXN2 expr inh 76%[activator], S2 tox inconclusive, IL1B secr inh 22 and Nrf2 ARE act inconclusive.
Clc1cccc(/C=N/Nc2nc(Cl)nc3ccccc23)c1 was read as Nrf2 inh inconclusive, HepG2 tox -55%, MCF10A rereplic 16%, TGFb inhibitor 0%, ATXN2 expr inh 91%[activator], S2 tox inactive, IL1B secr inh -17 and Nrf2 ARE act inconclusive.
CN(C)c1ccc(C(=O)Nc2sc(Nc3ccccc3)nc2C(N)=O)cc1 was read as HepG2 tox -55%, A549 tox inconclusive, TGFb inhibitor -29% and Nrf2 ARE act 15%.
Screening COC(=O)c1c(SCC(=O)Nc2ccc(C)c(C)c2)nc(=O)[nH]c1C returned Nrf2 inh -26%, HepG2 tox -5%, MCF10A rereplic 14%, A549 tox 3%, TGFb inhibitor -4%, ATXN2 expr inh -9%, S2 tox inactive, IL1B secr inh 11 and Nrf2 ARE act 1.6%.
COc1ccc(CCNC(=O)COC(=O)C2CCCCC2)cc1 was read as Nrf2 inh 9%, HepG2 tox -1%, MCF10A rereplic 0%, A549 tox 0%, TGFb inhibitor -6%, ATXN2 expr inh 6%, S2 tox inactive, IL1B secr inh 41 and Nrf2 ARE act 0.2%[9.22 µM].
